# B2AR arrestin – recruits beta-arrestin to the human beta2-adrenergic receptor. 330,000 compounds, 0.02% hits. AID 492947. beta-arrestin recruitment to beta2AR, cell-based reporter. Potency, µM (titrated, usually from 46.1 µM), for inactives: at the top dose activation, hits mostly activators;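 note: potency is the fitted concentration of half-maximal effect; 0% = DMSO controls and full agonism = EC100 isoproterenol or metaproterenol; nearly all actives have a fitted effect of over 65% in size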
# Target sequence (P07550 whole entry, looked up): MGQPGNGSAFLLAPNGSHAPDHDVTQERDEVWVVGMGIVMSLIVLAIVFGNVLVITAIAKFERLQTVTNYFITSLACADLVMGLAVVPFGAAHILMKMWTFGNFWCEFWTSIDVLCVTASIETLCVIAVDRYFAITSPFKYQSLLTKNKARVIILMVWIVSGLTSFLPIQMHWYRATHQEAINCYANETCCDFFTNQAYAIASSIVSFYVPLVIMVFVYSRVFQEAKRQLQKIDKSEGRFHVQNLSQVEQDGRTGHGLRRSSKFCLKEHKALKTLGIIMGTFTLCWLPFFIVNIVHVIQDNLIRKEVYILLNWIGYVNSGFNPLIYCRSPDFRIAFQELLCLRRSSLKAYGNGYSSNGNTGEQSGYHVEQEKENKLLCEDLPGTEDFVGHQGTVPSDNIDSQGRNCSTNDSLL
# BRCA1 expr act – BRCA1 expression activation. MCF7-BRCA1-FFLuc reporter, luminescence, 48 h; response scale: scaled: vehicle 0%, 10 µM genistein 100%. Potency, µM (doses to about 46.1 µM), without a hit: top-dose activation, hits mostly activators. 380,000 compounds, 1.1% hits. AID 624202; note: potency is the fitted concentration of half-maximal effect; nearly all actives have a fitted effect of over 80% in size; some results filed as inactive show a strong effect at the top dose
#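 Compounds are tested at multiple concentrations on MCF7 BRCA1-luciferase reporter cells seeded at 2000 per well; after 48 h, a single luminescence end-point is taken and curves fitted to the normalized data.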
# a7 integrin act – activates integrin-mediated alleviation for muscular dystrophy | alpha7betagal myoblasts, beta-gal FDG fluorescence, 48 h | Potency, µM (series often up to 38.3 µM), for the others: at the top dose activation, actives largely listed as activators | 350,000 compounds, 0.064% hits;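 note: potency is the fitted concentration of half-maximal effect; 100% = response of the positive control SU9516; nearly all actives have a fitted effect of over 60% in size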
#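 Alpha7betagal+/- myoblasts (passage 13) were plated 16-24 hr, then exposed to compounds (1:260 dilution of DMSO stock) for 48 hours at 37C. After MPER lysis, β-galactosidase reporter activity was read as FDG fluorescence (ex 480/em 540) after 30 minutes.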
# PTAP TSG101 blk – blocks PTAP/TSG101 interaction to inhibit HIV-1 budding. AID 493005. Potency, µM (highest dose often 115 µM), for the others: at the top dose activity change, negative = inhibition, most hits filed as inhibitors. Fluorescence polarization, FITC-PTAP peptide / Tsg101 binding. 340,000 tested, under 10 active; active = well fitted inhibition curve with a large enough effect in the main read-out, with a control signal flat, not every such curve was filed as active; inconclusive = small, poorly fitted or top-dose-only effect, or effect the other way, or a change in a side signal; inactive = no such curve, though single readings can be large or run the other way; note: potency is the fitted concentration of half-maximal effect; % of control where 0% means no effect
# Target sequence (Q99816 whole entry, looked up): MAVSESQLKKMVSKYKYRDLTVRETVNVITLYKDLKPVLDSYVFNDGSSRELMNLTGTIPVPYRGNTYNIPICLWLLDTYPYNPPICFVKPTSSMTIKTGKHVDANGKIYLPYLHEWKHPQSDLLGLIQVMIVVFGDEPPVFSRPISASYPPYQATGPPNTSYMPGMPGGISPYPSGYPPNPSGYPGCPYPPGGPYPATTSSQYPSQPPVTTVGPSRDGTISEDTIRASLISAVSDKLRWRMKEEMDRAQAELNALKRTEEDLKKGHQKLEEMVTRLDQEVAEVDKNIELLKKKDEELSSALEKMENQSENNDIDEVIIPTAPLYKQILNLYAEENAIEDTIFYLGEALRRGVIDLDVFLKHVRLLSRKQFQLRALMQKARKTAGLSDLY
#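 Fluorescence anisotropy tracks displacement of a FITC-tagged PTAP peptide (50 nM) from the Tsg101 binding domain (10 uM), following a 20 min room-temperature incubation at pH 7.5.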
# MLL CXXC-DNA inh – inhibitors of human MLL CXXC domain-DNA interaction | Potency, µM (highest dose often 115 µM), without a hit: at the top dose activity change, negative = inhibition, most hits filed as inhibitors | MLL-CXXC / FITC-HOXA9 DNA fluorescence polarization | Q03164 | 290,000 compounds, 0.037% hits; active = well fitted inhibition curve with a large enough effect in the polarisation, with a control signal flat, not every such curve was filed as active; inconclusive = small, poorly fitted or top-dose-only effect, or effect the other way, or a change in a side signal; inactive = no such curve, though single readings can be large or run the other way; the % refers to the polarisation; note: potency is the fitted concentration of half-maximal effect
#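 Steps: dispense CXXC domain solution (7 uM) → pin compounds or unlabeled HOX-A9 DNA control → 5 min ambient → add FLSN-HOX-A9 solution (50 nM) → spin → 30 min ambient → fluorescence polarization. Tris pH 7.5/NaCl/DTT/BSA buffer.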
# ELG1 DNA repair – blocks ELG1-dependent DNA repair in HEK293T cells; HEK293T ELG1-luciferase reporter, luminescence, 16 h; DNA damage induced by 5-fluorouridine; 330,000 compounds, 2.3% hits; Potency, µM (top dose mostly 46.1 µM), for inactives: at the highest dose activity change, negative = inhibition, hits mostly inhibitors; note: potency is the fitted concentration of half-maximal effect; % is set by controls: 0 for no effect and ±100 for the full control effect; nearly all actives have a fitted effect of over 55% in size
#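 DMSO vehicle served as the neutral condition. Each well held 2,000 cells given 5-fluorouridine plus compound; after 16 hr at 37 °C/5% CO2, ONE-Glo was added and luciferase measured 30 min later.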
# TRPV1 agonist – human TRPV1 agonism | 320,000 compounds, 0.19% hits | activation, % at 8.33 µM | AID 540275 | TRPV1-expressing cells, Fluo-8 calcium influx, agonist mode | Q8NER1; in the data active = activation above about 80%; inconclusive = between about 30% and that limit; note: 0% is about no effect
#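 Cells expressing TRPV1 were dye-loaded with Fluo-8 and read kinetically: 10 s baseline, 3 min after compound (agonist portion), then 2 min after EC20 capsaicin (allosteric enhancer portion). Calcium-bound dye fluorescence at 480/520 nm.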
# TCR activator – activates T cell receptor signaling. 330,000 tested, under 10 active. Potency, µM (series often up to 9.22 µM), without a hit: top-dose activation of IL-2 secretion, most hits filed as activators. primary human leukocytes, anti-CD3, IL-2 HTRF, 48 h; note: % of control where 0% means no effect
#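 IL-2 produced over 48 hr by a-CD3 bead-stimulated primary human leukocytes exposed to compounds was detected with a homogeneous time-resolved FRET immunoassay, 665nm acceptor signal after 320nm excitation.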
# A-T KAP1 phos – potential ataxia-telangiectasia treatments restoring KAP-1 phosphorylation; […] A-T fibroblasts, KAP-1 phosphorylation AlphaLISA; neocarzinostatin DNA damage 30 min before lysis; Potency, µM (series often up to 57.5 µM), for inactives: top-dose activation, most hits filed as activators; 320,000 compounds, 0.19% hits; note: potency is the fitted concentration of half-maximal effect; % of control where 0% means no effect; nearly all actives have a fitted effect of over 45% in size
#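 ATM-like activity read as KAP-1 phosphorylation via AlphaLISA donor/acceptor antibody pairs after lysis and 6 hr at 25C. Cells were ATM-null patient fibroblasts ([…], hTERT), dosed 60 min, then exposed to the DSB inducer NCS for 30 min.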
# p53 reactivation – mutant p53 re-activation in reporter cells | H1299 p53-A138V BP100-luciferase reporter, luminescence, 24 h | Potency, µM (series often up to 92.2 µM), inactives show at the highest dose activity change, positive = activation, usual class: activators | 320,000 compounds, 0.063% hits; note: potency is the fitted concentration of half-maximal effect; % of control where 0% means no effect; nearly all actives have a fitted effect of over 45% in size
#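 H1299 (p53-null), stable ts p53-A138V + BP100-Luc; 1000 cells/well, Opti-MEM/10% FBS; cpd 4 pt, 1:5; 24 h, 37 deg C, 5% CO2; detection reagent 10 min RT; luminescence.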
# The depositor's hits bear a star; ? = inconclusive; / = no result given; [ ] = remark or other dose. Unless noted, calls come from the whole dose curve; as a rule, active = well fitted curve in the direction sought with a large enough effect; inconclusive = small, poorly fitted or top-dose-only effect, or another doubt; inactive = no such curve, though single readings can be large; an effect the other way counts as inactive or inconclusive.
nr	mol	p53 reactivation	BRCA1 expr act	TCR activator	a7 integrin act	B2AR arrestin	A-T KAP1 phos	ELG1 DNA repair	MLL CXXC-DNA inh	PTAP TSG101 blk	TRPV1 agonist
1	C=CCOC(=O)C1=C(C)NC(=O)NC1c1ccc(N(C)C)cc1 (centres undefined)	/	2%	/	-12%	-0.9%	-1%	3%	6%	-1%	1
2	COc1cc2c(cc1OC)CN(C(=S)Nc1ccc(Cl)cc1)CC2	4%	-34%	6%	22%	-0.2%	3%	?	-4%	2%	?
3	O=C(NC1CC1)c1cccc(Nc2ccc(-c3ccc4c(c3)OCCO4)nn2)c1	-7%	-2%	2%	4%	-2.3%	-10%	?	5%	-2%	5
4	O=C(NCCO)c1ccc2nc(-c3ccco3)c(-c3ccco3)nc2c1	-1%	0%	6%	14%	-0.1%	3%	-22%	?	-10%	0
5	O=C1CC(N2CCN(S(=O)(=O)c3ccccc3F)CC2)C(=O)N1c1ccccc1F (centres undefined)	/	0%	7%	?	/	/	/	/	-4%	/
6	CC(=O)Oc1ccc(C(=O)Nn2cnnc2)cc1	/	-8%	0%	19%	/	/	/	/	-1%	/
7	CCOC(=O)CCCNC(=O)CN1C(=O)NC(CCc2ccccc2)C1=O (centres undefined)	-4%	9%	5%	5%	-0.1%	0%	10%	5%	-10%	0
8	Cn1c(-c2ccccc2)cnc1SCC(=O)N1CCCCC1	8%	?	-3%[46.1 µM]	6%	0.0%	1%	?	-1%	0%	?
9	CC(C)(C)N(CC#CCC(O)(c1ccccc1)c1ccccc1)CCO	-5%	3%	-11%	12%	-0.8%	2%	-1%	0%	1%	2
10	O=C(NCCc1ccccc1)c1ccccc1NC(=O)C1CCCO1 (centres undefined)	3%	14%	-2%	-26%	0.1%	0%	?	-10%	1%	1
11	O=C(NCC(O)c1ccc([N+](=O)[O-])cc1)Nc1ccccc1 (centres undefined)	8%	-5%	-6%	17%	-0.1%	-6%	-1%	18%	0%	?
12	Cn1c(=O)[nH]c(=O)c2c1nc(NCCCn1ccnc1)n2Cc1cccc(Br)c1	-6%	-45%	-9%[46.1 µM]	9%	-0.1%	-1%	?	-2%	-3%	3
13	Cn1ncc(Cl)c1C(=O)Nc1ccc2c(c1)OCO2	?	9%	1%	-19%	0.5%	1%	27%	-7%	-4%	-1
14	CCCn1c(SCC(=O)NC2CCCc3ccccc32)n[nH]c1=O (centres undefined)	-2%	-9%	0%	0%	-0.2%	0%	3%	-10%	-2%	-6
15	CC(=O)NC(CC(=O)N(C)Cc1c(F)cccc1Cl)c1ccccc1 (centres undefined)	?	9%	-1%	?	0.5%	6%	1%	3%	3%	1
16	NC1=NC(c2ccccc2)CC(=O)N1 (centres undefined)	/	-4%	-1%	6%	/	/	/	/	-5%	/
17	CC(=O)Nc1nnc(-c2ccco2)o1	5%	23%	-2%	7%	-0.2%	-3%	-1%	0%	-2%	3
18	O=C1CCN(CCc2ccccc2)CCN1CCOc1ccccc1	4%	11%	5%	-8%	-0.4%	2%	-1%	-1%	-3%	10
19	CCOC(=O)N1CCN(C(=O)C(CC(C)C)NC(=O)C2CCCCC2)CC1 (centres undefined)	-6%	-3%	-1%	-13%	0.0%	0%	4%	-1%	-7%	2
20	COCCNC(=S)N(CCc1c(C)[nH]c2ccc(C)cc12)Cc1ccco1	-6%	-4%	/	-19%	0.2%	-12%	?	-17%	2%	22
21	Cc1onc(-c2ccccc2)c1C(=O)N/N=C/c1cc2c(cc1Cl)OCO2	-7%	-64%	2%[46.1 µM]	-9%	-1.0%	15%	?	7%	0%	16
22	COc1ccccc1/C=C/C(=O)NC(=S)Nc1ccc(S(=O)(=O)N(C)c2ccccc2)cc1	-2%	-18%	-5%	-14%	0.3%	1%	-2%	16%	-5%	2
23	CC(C)(C)NC(=O)C(=O)NNC(=O)c1ccccc1	0%	11%	2%	-4%	-0.2%	-6%	25%	-3%	1%	-2
24	O=C(NCCN1CCOCC1)c1cc(Sc2ccc(F)cc2F)nc2ccccc12	-1%	0%	-2%	?	0.0%	1%	?	5%	-7%	0
25	O=[N+]([O-])c1ccc(O)c(/C=N/Nc2ncnc3c2cnn3-c2ccccc2)c1	?	-62%	3%	0%	0.3%	-9%	?	1%	-5%	1
26	O=C(C1=NN[C@@H]2C(=O)N(c3cccc(F)c3)C(=O)[C@H]12)c1cnccn1	1%	-5%	-33%	4%	0.1%	-9%	8%	-7%	-1%	-3
27	CCC(C)(C)n1nnnc1CN(Cc1ccc(Cl)cc1)Cc1ccco1	1%	-39%	-4%	0%	-0.3%	7%	?	7%	0%	27
28	Cc1c(Br)c(-c2n[nH]c(=S)n2Cc2ccco2)nn1C	-9%	-5%	2%[46.1 µM]	-13%	-1.0%	-5%	-4%	6%	1%	-1
29	O=C(NC(=O)N1CCN(c2cccc(Cl)c2)CC1)c1ccc(Cl)cc1	-3%	-44%	-16%	-9%	-0.3%	-1%	4%	-7%	-6%	?
30	Cc1nc2c(sc(=S)n2Cc2ccco2)c(=O)n1CC(=O)Nc1cc(F)ccc1F	-8%	-10%	1%	-8%	-0.2%	-8%	0%	-9%	4%	5

# Some of the entries so far, with values under each structure:
# Each structure is followed by: p53 reactivation	BRCA1 expr act	TCR activator	a7 integrin act	B2AR arrestin	A-T KAP1 phos	ELG1 DNA repair	MLL CXXC-DNA inh	PTAP TSG101 blk	TRPV1 agonist
[21] Cc1onc(-c2ccccc2)c1C(=O)N/N=C/c1cc2c(cc1Cl)OCO2
 : -7%	-64%	2%[46.1 µM]	-9%	-1.0%	15%	?	7%	0%	16
[22] COc1ccccc1/C=C/C(=O)NC(=S)Nc1ccc(S(=O)(=O)N(C)c2ccccc2)cc1
 : -2%	-18%	-5%	-14%	0.3%	1%	-2%	16%	-5%	2
[23] CC(C)(C)NC(=O)C(=O)NNC(=O)c1ccccc1
 : 0%	11%	2%	-4%	-0.2%	-6%	25%	-3%	1%	-2
[24] O=C(NCCN1CCOCC1)c1cc(Sc2ccc(F)cc2F)nc2ccccc12
 : -1%	0%	-2%	?	0.0%	1%	?	5%	-7%	0
[25] O=[N+]([O-])c1ccc(O)c(/C=N/Nc2ncnc3c2cnn3-c2ccccc2)c1
 : ?	-62%	3%	0%	0.3%	-9%	?	1%	-5%	1
[26] O=C(C1=NN[C@@H]2C(=O)N(c3cccc(F)c3)C(=O)[C@H]12)c1cnccn1
 : 1%	-5%	-33%	4%	0.1%	-9%	8%	-7%	-1%	-3
[27] CCC(C)(C)n1nnnc1CN(Cc1ccc(Cl)cc1)Cc1ccco1
 : 1%	-39%	-4%	0%	-0.3%	7%	?	7%	0%	27
[28] Cc1c(Br)c(-c2n[nH]c(=S)n2Cc2ccco2)nn1C
 : -9%	-5%	2%[46.1 µM]	-13%	-1.0%	-5%	-4%	6%	1%	-1
[29] O=C(NC(=O)N1CCN(c2cccc(Cl)c2)CC1)c1ccc(Cl)cc1
 : -3%	-44%	-16%	-9%	-0.3%	-1%	4%	-7%	-6%	?
[30] Cc1nc2c(sc(=S)n2Cc2ccco2)c(=O)n1CC(=O)Nc1cc(F)ccc1F
 : -8%	-10%	1%	-8%	-0.2%	-8%	0%	-9%	4%	5

# (further entries)
nr	mol	p53 reactivation	BRCA1 expr act	TCR activator	a7 integrin act	B2AR arrestin	A-T KAP1 phos	ELG1 DNA repair	MLL CXXC-DNA inh	PTAP TSG101 blk	TRPV1 agonist
31	Cc1c(Cl)cccc1NC(=O)CCC(=O)N/N=C/c1ccco1	7%	-4%	-2%	-27%	-0.6%	1%	2%	-3%	-3%	4
32	Cc1ccc(-n2c(C)cc(C(=O)CSc3nncs3)c2C)cc1	?	-3%	-3%	-18%	1.5%	12%	?	4%	-7%	3
33	Cc1ccc(NC2CCCN(C(=O)C3CCCC3)C2)cc1C (centres undefined)	9%	6%	11%	16%	-0.4%	2%	-3%	-4%	1%	?
34	COC(=O)C1=C(C)Nc2sc(C(N)=O)c(N)c2C1c1ccncc1 (centres undefined)	-13%	82%	9%[46.1 µM]	-46%[inhibitor]	-0.6%	3%	1%	-12%	-5%	-3
35	COc1cccc(-c2cc(C(=O)N3CCN(Cc4ccccc4)CC3)no2)c1	17%	3%	5%	-16%	-0.3%	7%	0%	-5%	-2%	25
36	C=CCNC(=O)/C(C#N)=C/c1ccc(SC)cc1	5%	-10%	-5%	?	0.2%	7%	-18%	-6%	-6%	?
37	COc1ccccc1NS(=O)(=O)c1ccc(S(=O)(=O)N2CCOCC2)cc1	-1%	-39%	-21%	28%	-1.1%	2%	2%	1%	1%	3
38	COc1ccc(N(C(=O)c2cccnc2)S(=O)(=O)c2ccc(Cl)cc2)cc1	/	-22%	-2%	11%	0.1%	2%	0%	/	-7%	5
